Rac1 act GTP bind = GTP binding modulators of activated mutant Rac1, primary screen, biochemical, bead-based flow cytometry, multiplex, fluorescent GTP; Ras-related C3 botulinum toxin substrate 1 (Homo sapiens), P63000; percent activity (GTP binding), % at 10 µM; AID 764, 2007; GST-Rac1 activated beads; actives lie on both sides; 100% means binding = to untreated wells; 190,000 compounds, 0.11% hits;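 active = GTP binding at least 20 percentage points away from the 100% baseline, in either direction, so actives lie on both sides; inconclusive = Compound likely fluorescent itself, or too few beads counted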
Mcl-1 Bim block = inhibitors of Bim peptide binding to Mcl-1, primary screen, biochemical, bead-based flow cytometry, multiplex; Bim peptide-Mcl-1 binding; inhibition, % at 10 µM; 190,000 compounds, 0.1% hits; AID 1009, 2008; in the data active = inhibition above about 40%;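 also: 0% = no compound tracer wells and 100% = peptide blocker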
Target sequence (Q07820 whole entry, looked up): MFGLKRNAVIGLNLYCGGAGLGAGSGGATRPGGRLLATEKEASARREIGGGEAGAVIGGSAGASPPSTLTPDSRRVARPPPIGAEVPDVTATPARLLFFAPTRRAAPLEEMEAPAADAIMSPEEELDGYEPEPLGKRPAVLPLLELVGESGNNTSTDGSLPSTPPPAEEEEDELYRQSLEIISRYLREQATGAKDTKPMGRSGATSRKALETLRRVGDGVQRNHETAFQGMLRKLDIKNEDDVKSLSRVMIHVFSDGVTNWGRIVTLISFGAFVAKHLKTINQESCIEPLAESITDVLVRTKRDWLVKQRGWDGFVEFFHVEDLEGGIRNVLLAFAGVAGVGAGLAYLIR
Mcl1-Noxa inh = Mcl-1/Noxa binding inhibitors, primary screen, biochemical, TR-FRET, 1536-well. TR-FRET Mcl-1/Noxa peptide binding, 2 h. inhibition, % at 21.7 µM. 220,000 compounds, 1.5% hits;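 active = compounds that cut the protein-peptide binding signal by more than 50% relative to plate controls in a single-dose test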;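 also: His-tagged Mcl-1 with rhodamine Noxa BH3 peptide and terbium anti-His antibody; 0% = Mcl-1 plus Noxa peptide wells and 100% = peptide-only wells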
Rab2 wt GTP = modulators of GTP binding to Rab2A wildtype, primary screen, biochemical, dog, bead-based flow cytometry, multiplex. Ras-related protein Rab-2A (Canis lupus familiaris), P61105. GST-Rab2 wt beads, Bodipy-GTP binding. GTP binding activity, % at 10 µM. 190,000 compounds, 0.19% hits;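 active = GTP binding activity at least 20 points away from 100%, either lowered or raised; inconclusive = signal likely due to the compound's own green fluorescence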;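 also: 0% = beads with excess unlabeled GTP and 100% = no-compound control corrected for plate trend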
Cdc42 wt = modulators of GTP binding to wildtype Cdc42, primary screen, biochemical, multiplex bead flow cytometry, Bodipy-GTP; Cell division control protein 42 homolog (Homo sapiens), P60953; GST-Cdc42 beads; actives lie on both sides; percent activity (GTP binding), % at 10 µM; 190,000 compounds, 0.2% hits; AID 761, 2007;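 active = percent activity GTP binding at least 20 points away from the 100% baseline, either down as inhibitor or up as activator; inconclusive = compound flagged as likely green fluorescent from well-wide comparison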;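 also: median bead fluorescence of bound Bodipy-FL-GTP at 100 nM; 0% = excess unlabeled GTP control and 100% = no compound control; below 100% means less GTP binding so inhibitor and above means activator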
Target sequence (P60953 whole entry, looked up): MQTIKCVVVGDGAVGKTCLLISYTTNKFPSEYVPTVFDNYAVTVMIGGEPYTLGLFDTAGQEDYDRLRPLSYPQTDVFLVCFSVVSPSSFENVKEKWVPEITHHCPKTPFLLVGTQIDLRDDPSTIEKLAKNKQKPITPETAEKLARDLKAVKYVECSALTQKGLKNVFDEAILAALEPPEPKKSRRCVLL
HRas wt GTP = modulators of GTP binding to HRas wildtype, primary screen, biochemical, bead-based flow cytometry, multiplex. AID 759, 2007. GST-Ras wt beads, Bodipy-FL-GTP binding; actives lie on both sides. 190,000 compounds, 0.14% hits. GTPase HRas (Homo sapiens), P01112. GTP binding activity, % at 10 µM;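 active = GTP binding activity at least 20% away from the 100% baseline, either lowered as inhibitor or raised as activator; inconclusive = flagged as likely green fluorescent, judged across all proteins in the well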;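 also: 0% = unlabeled GTP competition control and 100% = no-compound control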
Target sequence (P01112 whole entry, looked up): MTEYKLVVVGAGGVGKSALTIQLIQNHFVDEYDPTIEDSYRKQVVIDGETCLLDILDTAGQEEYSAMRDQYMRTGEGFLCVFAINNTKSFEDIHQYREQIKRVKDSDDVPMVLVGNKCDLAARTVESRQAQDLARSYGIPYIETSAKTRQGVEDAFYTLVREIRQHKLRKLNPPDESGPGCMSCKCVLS
Mcl1-Bid inh = Mcl-1/Bid binding inhibitors, primary screen, biochemical, TR-FRET, 1536-well | Induced myeloid leukemia cell differentiation protein Mcl-1 (Homo sapiens), Q07820 | TR-FRET Mcl-1/Bid-Dy647 peptide binding | inhibition, % at 21.7 µM | 220,000 compounds, 0.97% hits;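 active = compounds that cut the binding signal by more than half at the single screening dose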;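 also: His-tagged Mcl-1 with europium anti-His antibody binding Bid BH3 peptide; 0% = Mcl-1 plus peptide wells and 100% = peptide-only wells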
Avidin bead fluor = green autofluorescence of compounds with avidin beads – biophysical, 488/530 nm, flow cytometry, artefact control, profiling panel; compound fluorescence 488/530 nm; hits give high values; fluorescence (KMESF) at 10 µM; 220,000 compounds, 0.38% hits; in the data active = fluorescence above about 47; also: inactives centre near 10
Rab7 wt GTP bind = modulators of GTP binding to Rab7, primary screen, biochemical, wildtype, multiplex bead flow cytometry; Rab7 GTPase wild type (dog), Bodipy-FL-GTP binding; GST-Rab7 beads, fluorescent GTP binding; actives lie on both sides; untreated = 100%, excess cold GTP = 0%; GTP binding activity (percent of control), % at 10 µM; 190,000 compounds, 0.055% hits; AID 758, 2007;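 active = fluorescent GTP binding to Rab7 beads changed by at least 20 points from the 100% baseline, either direction, mostly lower; inconclusive = compound itself probably fluorescent, or too few beads counted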;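 also: median green fluorescence of bound Bodipy-FL-GTP per Rab7 bead population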
Rac1 wt GTP bind = wildtype Rac1 GTP binding modulators, primary screen, biochemical, GST-Rac1 beads, flow cytometry, multiplex; Ras-related C3 botulinum toxin substrate 1 (Homo sapiens), P63000; GTP binding activity (% of control), % at 10 µM; AID 757, 2007; fluorescent GTP binding; actives lie on both sides; 0 = cold GTP competed, 100 = untreated; 190,000 compounds, 0.27% hits;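 active = GTP binding activity at least 20 points away from the 100% control level, either lower or higher; inconclusive = compound flagged as likely green fluorescent, judged across all proteins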
Pf gametocyte = late stage P. falciparum gametocyte viability inhibitors, primary screen, ATP luminescence, HTS | P. falciparum stage V gametocytes, 24 h | inhibition, % at 10.9 µM | 150,000 compounds, 0.065% hits | AID 743093, 2013;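 active = inhibition above the mean plus 3 SD of compounds within the control limits, set per campaign, cut at about 38% in these data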;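 also: 0% = DMSO wells and 100% = medium only without gametocytes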
An asterisk follows results filed as active; ? = inconclusive; . = no result given.

Second line of a record – Rac1 act GTP bind	Mcl-1 Bim block	Mcl1-Noxa inh	Rab2 wt GTP	Cdc42 wt	HRas wt GTP	Mcl1-Bid inh	Avidin bead fluor	Rab7 wt GTP bind	Rac1 wt GTP bind	Pf gametocyte
COCCn1c(COc2ccc(C)cc2)nc2ccccc21
  101	0	16	101	104	102	1	37	102	103	.
Cc1cc2n(c(=O)c1C#N)CCCN2c1ccccc1
  98	4	17	100	103	101	-16	23	100	105	.
CCC(=O)OCCNc1cc(Sc2nccn2C)c2nonc2c1[N+](=O)[O-]
  84	1	20	90	92	91	-57	13	96	90	.
CCN(CC)CCNc1ccc(CO)c2sc3ccccc3c(=O)c12
  98	0	32	97	96	94	-20	13	95	100	.
CCOC(=O)C1C(c2cccc(F)c2)NC(=S)NC1(O)C(F)(F)F (centres undefined)
  99	-5	4	101	102	100	-1	3	101	107	.
Cc1ccnc(N/C=C(/NC(=O)c2ccccc2)C(=O)N/N=C\c2ccc(F)cc2)n1
  99	0	13	102	103	103	-6	8	106	100	.
COc1ccc(OC)c(Cc2nnc(CCC(=O)NC3C4CC5CC(C4)CC3C5)o2)c1 (centres undefined)
  96	1	-4	94	96	94	6	8	92	97	-15
CCCC(=O)Nc1sc(C)c(-c2ccc(OC)cc2)c1C#N
  97	-5	-3	99	96	97	-19	14	97	99	9
CCn1c(SCC(=O)N/N=C/c2ccc(C)o2)nnc1-c1ccc(C)cc1
  97	0	10	99	101	99	-21	13	99	101	.
CCOC(=O)/C(C#N)=C1/SC(CC)C(=O)N1c1ccc(Br)cc1 (centres undefined)
  101	-4	6	101	105	101	-5	33	99	105	-25
CCN(CC)c1ccc(/C=N/N2C(=O)c3ccccc3C2=O)c(O)c1
  98	-1	-3	97	98	95	-13	2	97	103	22
O=C1C(Cl)=C(N2CCOCC2)C(=O)N1c1ccccc1Cl
  94	-3	42	93	96	95	-102	1	95	95	.
CC1CCN(C(c2nnnn2CCc2ccccc2)C(C)C)CC1 (centres undefined)
  99	-1	11	99	101	98	26	9	98	104	31
CCOc1ccc(Br)cc1S(=O)(=O)Nc1cccc(S(=O)(=O)N(C)c2ccccc2)c1
  98	2	11	99	98	96	10	3	102	97	8
O=C(Cn1nnc(-c2ccncc2)n1)N(C1CCCCC1)C1CCCCC1
  94	-2	0	95	96	97	-9	8	96	94	-3
CCOC(=O)Cn1nc(/C=C/c2ccc(C(C)C)cc2)ccc1=O
  106	2	-8	105	110	108	6	36	105	111	-10
CC(C)C1Cc2c(C#N)c(N)n(C)c(=S)c2CO1 (centres undefined)
  96	11	14	100	99	99	-50	26	100	98	.
COc1cc2oc3ccccc3c2cc1N(CC(=O)N(C)C)S(=O)(=O)c1ccccc1
  104	0	11	105	108	105	12	37	100	109	-14
COc1ccc([N+](=O)[O-])cc1NC(=O)C(C)OC(=O)c1cccnc1 (centres undefined)
  96	1	1	97	97	99	12	21	101	102	-10
COc1ccc(/C(N)=N/OC(=O)c2cccc([N+](=O)[O-])c2C)cc1OC
  99	0	17	99	100	102	11	9	104	103	.
Cn1c(=O)[nH]c(=O)c2c1nc(N1CCN(Cc3ccccc3)CC1)n2CCSc1ncccn1
  100	-3	-10	101	101	101	-5	25	99	104	.
Cc1cccn2c(=O)c(/C=C(\C#N)S(=O)(=O)c3ccc(Cl)cc3)c(N3CCC(C(N)=O)CC3)nc12
  94	0	6	95	95	98	13	36	100	96	-29
CC1CCCN(c2ccc([N+](=O)[O-])cc2C(=O)c2ccccc2)C1 (centres undefined)
  97	-1	-2	100	98	99	3	11	100	104	-3
Cc1occc1C(=O)NCCc1cccc(Cl)c1
  100	0	3	103	106	102	-13	14	97	106	6
Cc1c(C)c2cc(Cl)c(O)c(CN3CCCC(C)C3)c2oc1=O (centres undefined)
  92	1	-6	93	94	95	-20	9	92	92	-28
Cc1oc2nc(SCC(=O)Nc3ccc(S(N)(=O)=O)cc3)nc(NC(=O)c3ccccc3)c2c1C
  99	3	0	98	102	101	-9	5	99	103	.
CC(C)=CCC/C(C)=C/C=N/NC(=O)c1ccccc1[N+](=O)[O-]
  97	-2	17	99	100	101	-17	35	97	102	.
CCCCn1nc2cc(C(=O)NCc3ccc(OC)cc3)ccc2c1OCC
  101	-2	4	108	106	105	-21	12	101	107	.
COCCCNC(=O)c1cc(OC)c(OC)c(OC)c1
  99	2	-6	101	102	102	-46	8	96	105	-1
CCOC(=O)c1c(C)n(C)c2ccc(OC(=O)c3ccc([N+](=O)[O-])cc3)cc12
  98	-3	16	98	101	97	3	18	101	102	.
CCCCOc1ccc(S(=O)(=O)NNC(=O)c2cc3ccccc3o2)cc1
  ?	1	0	?	?	?	-27	3	?	?	16
COc1ccc(CNC(=O)c2ccc(N3CCOCC3)c([N+](=O)[O-])c2)cc1
  98	-2	5	96	97	97	-1	8	95	101	25
c1csc(-c2cn3c(n2)SCC3)c1
  102	0	8	97	105	102	-86	12	98	108	.
COC(=O)COc1nsnc1N1CCOCC1
  101	1	11	102	105	103	-14	6	103	103	.
O=C(/C=C/c1ccccc1)N/C(=C/c1ccccc1)C(=O)N1CCOCC1
  99	-6	-4	98	97	100	-3	10	96	103	-4
CCOC(=O)C1CCN(C(=O)CCS(=O)(=O)c2ccc3c(c2)CCN3C(=O)CC)CC1
  98	1	14	98	96	98	-23	8	97	100	19
Cc1cccc(-c2noc(-c3cc4ccccc4oc3=O)n2)c1
  96	0	-17	99	96	100	-12	35	102	99	.
C=CCn1c(SCC(=O)Nc2sccc2C(N)=O)nc2ccc(Cl)cc2c1=O
  97	-3	30	99	99	99	61*	8	97	98	15
CCN(CC)C(=O)COC(=O)c1cc(-c2ccco2)nc2ccccc12
  93	3	90*	99	93	98	-40	18	107	96	-32
Cc1nc2ccccc2c(=O)n1NC(=O)c1cccnc1Cl
  93	-4	-4	96	92	95	-41	6	103	92	4
O=C(Nc1nnc(SCc2ccc(F)cc2)s1)c1ccco1
  98	-1	17	99	101	101	-20	12	104	103	.
O=C(CCCC(=O)N(c1ccc2c(c1)OCCO2)C(C(=O)NC1CCCCC1)c1ccc(Cl)cc1)Nc1ccccn1 (centres undefined)
  86	-5	.	89	88	92	-23	15	91	87	-9
CCCCCCOC(=O)c1ccc(NC(=O)c2cc(OC)c(OC)c(OC)c2Br)cc1
  99	2	12	103	101	101	-12	21	104	105	-25
COc1ccccc1CNC(=O)c1ccc(NS(C)(=O)=O)cc1
  99	-1	24	101	100	100	-23	8	100	103	.
COCC(C)NC(=O)CSc1nc2ccccc2n1CCc1ccccc1 (centres undefined)
  97	0	-6	97	100	96	-18	19	97	103	8
O=S(=O)(/N=C(/Nc1ccc(F)cc1F)c1ccccc1)c1ccccc1
  99	0	-3	97	99	99	-9	3	97	106	1
Cc1cc(S(=O)(=O)N2CCN(c3ncccn3)CC2)ccc1-n1cnnn1
  100	-2	-19	101	105	101	18	23	103	108	-10
COc1ccccc1NC(=O)c1nnn(CC(=O)Nc2cccc(SC)c2)c1N
  97	-2	17	96	98	96	-7	15	98	97	1
COc1ccc(N2C(=O)CCC(C(=O)N3CCN(c4ccccn4)CC3)C2c2ccc(F)cc2)cc1 (centres undefined)
  ?	-2	21	?	?	?	47	11	?	?	5
Cc1ccc2nc(SCC(=O)Nc3nnc(SCC(N)=O)s3)[nH]c2c1
  98	-5	12	98	109	103	-16	10	104	100	.
O=C(CSc1ccc2nnc(-c3cccc(F)c3)n2n1)N1CCCc2ccccc21
  89	9	-10	89	88	87	-27	15	95	79*	.
Nc1ccc(C(=O)n2c3ccccc3c3ccccc32)cc1
  102	-3	-2	100	100	102	-13	23	100	107	.
COc1ccc2c(=O)c(N3C(=O)c4ccccc4C3=O)coc2c1
  94	3	7	94	98	97	-5	29	95	95	-15
COc1ccccc1NC(=O)c1cc(Cl)nnc1Cl
  92	0	5	94	96	95	-11	11	95	95	-11
COc1ccccc1N1CCN(C(=O)c2ccc(CS(=O)(=O)c3ccccc3OC)o2)CC1
  97	-1	20	101	99	100	-26	4	98	101	-12
COc1ccc(-n2cccc2/C=C2\C(=N)N3N=C(c4ccco4)SC3=NC2=O)cc1
  ?	2	87*	?	?	?	81*	7	?	?	20
O=C(Nc1ccc(S(=O)(=O)Nc2ncccn2)cc1)c1ccc(S(=O)(=O)N2CCCC2)cc1
  93	-3	6	95	92	96	-16	8	92	97	-1
COc1ccc(C2C(=O)c3ccccc3C2=O)cc1OC
  95	0	41	98	97	99	-30	8	102	99	-10
CCC(=O)NC(=S)Nc1ccc(NC(=O)c2ccc([N+](=O)[O-])cc2Cl)cc1
  99	-8	8	100	101	100	-9	13	98	102	-3
O=C(COc1ccc(Cl)cc1)Nc1nc(-c2cccs2)cs1
  99	1	-25	98	100	98	-4	30	101	100	.

Further results
Second line of a record – Rac1 act GTP bind	Mcl-1 Bim block	Mcl1-Noxa inh	Rab2 wt GTP	Cdc42 wt	HRas wt GTP	Mcl1-Bid inh	Avidin bead fluor	Rab7 wt GTP bind	Rac1 wt GTP bind	Pf gametocyte
Cc1nn(Cc2cccc(C(=O)Nc3ccn(Cc4ccccc4)n3)c2)c(C)c1[N+](=O)[O-]
  ?	2	15	?	?	?	12	5	?	?	.
CCCn1c(SCC(=O)NC(C)c2ccccc2)n[nH]c1=O (centres undefined)
  98	0	5	100	97	102	-1	22	109	103	-9
C=CCN(CC=C)S(=O)(=O)c1ccc(NC(=S)NC(=O)/C=C/c2ccc(C)cc2)cc1
  94	-4	4	95	92	95	-7	8	99	98	-19
CCOc1cc(N2CCOCC2)c(OCC)cc1NC(=O)Cc1ccccc1OC
  93	2	8	96	101	100	-45	11	99	100	8
COCC(=O)Nc1ccc(OCc2ccccc2)cc1
  97	-1	1	95	95	95	-26	7	97	97	-1
O=C(NCC1CCCO1)c1nc2c(nnn2Cc2ccccc2Cl)c(=O)[nH]1 (centres undefined)
  100	0	4	101	102	102	-5	6	103	106	-18
Cc1cccc(-n2nnc(C(=O)NCc3ccccn3)c2N)c1
  99	0	2	101	103	102	-13	15	99	101	-15

Screening data deposited in PubChem BioAssay by several laboratories.
